DRD3 antagonist = D3 dopamine receptor (human) antagonism. D3R cells, DiscoveRx beta-arrestin luminescence, antagonist mode; hits give low values. max response, negative = inhibition, %. AID 652054. 360,000 compounds, 2.5% hits; in the data active means max response below about -50%; inconclusive means no clear call, values can overlap the other calls; further: on the % scale 0 is the no-effect control and ±100 the full control effect; mostly tested at two doses, the higher about 12 µM
Target sequence (P35462 whole entry, looked up): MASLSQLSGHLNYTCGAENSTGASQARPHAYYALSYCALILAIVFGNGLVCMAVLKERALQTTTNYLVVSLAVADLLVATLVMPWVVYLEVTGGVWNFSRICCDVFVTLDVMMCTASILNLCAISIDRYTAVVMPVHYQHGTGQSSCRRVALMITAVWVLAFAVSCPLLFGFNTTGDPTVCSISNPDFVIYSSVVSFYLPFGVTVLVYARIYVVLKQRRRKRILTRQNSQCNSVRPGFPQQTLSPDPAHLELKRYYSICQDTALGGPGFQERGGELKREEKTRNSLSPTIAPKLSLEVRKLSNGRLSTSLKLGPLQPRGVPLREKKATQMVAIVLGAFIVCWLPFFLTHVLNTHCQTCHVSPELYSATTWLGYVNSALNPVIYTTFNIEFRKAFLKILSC
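Cells plated overnight at 1500 cells/well, then exposed to library compounds with dopamine controls for 90 minutes at 37 degrees C. DiscoveRx reagent added for 30–60 minutes at room temperature; luminescence read, quantitative HTS format.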
DRD3 agonist = activates the human D3 dopamine receptor; P35462; 410,000 compounds, 0.58% hits; max activation, %; D3R DiscoveRx beta-arrestin cells, luminescence, 90 min; in the data active means max activation above about 30%; further: 0% is about no effect; mostly tested at two doses, the higher about 12 µM
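Cells at 1500/well, incubated overnight, then treated with pinned compounds (dopamine as control) for 90 min at 37 degrees C. DiscoveRx reagent added for 30 - 60 minutes at room temperature; luminescence read.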
SW480 rereplic = DNA re-replication induction in SW480 cells; AID 624297; 340,000 compounds, 1.8% hits; Potency, µM (titrated, usually from 46.1 µM), without a hit: at the highest dose re-replication activation, hits mostly activators; SW480 DNA re-replication, Hoechst DNA content imaging, 48 h; further: potency means the concentration at half of the fitted maximal effect; % of control where 0% means no effect; nearly all actives have a fitted effect of over 55% in size
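Readout is total intensity of Hoechst-stained nuclei, excited at 405 nm and collected at 500-530 nm. Compound treatment lasted 48 hr at 37 C in 5% CO2 before staining.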
HT1080 IDH1KD tx = kills HT-1080 cells with IDH1 knockdown; HT-1080 IDH1 knockdown viability, ATP luminescence, 48 h; Potency, µM (highest dose often 46.1 µM), without a hit: at the highest dose activity, negative = toxicity, hits mostly cytotoxic; 360,000 compounds, 2% hits; AID 686971;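 further: potency means the concentration at half of the fitted maximal effect; 0% = DMSO wells and -100% = cell-free medium wells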
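Viability of IDH1-knockdown HT-1080 fibrosarcoma cells was assessed by CellTiter-Glo after 48 h at 37 °C with titrated compound; concentration-effect curves were classified by fit quality and response size.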
KB-V1 cytotox = kills drug-selected multidrug resistant KB-V1 cells | KB-V1 MDR cells viability, CellTiter-Glo, 72 h | Potency, µM (highest dose often 46.1 µM), for inactives: top-dose activity change, negative = cytotoxicity, usual class: cytotoxic | 400,000 compounds, 3.4% hits; further: potency means the concentration at half of the fitted maximal effect; on the % scale 0 is the no-effect control and ±100 the full control effect; nearly all actives have a fitted effect of over 60% in size
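Potencies derive from concentration-effect curves fitted to normalized luminescence (CellTiter-Glo) of KB-V1 cells treated for 72 h at 37 degrees C in phenol-red-free DMEM containing 10% FBS.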
KB-3-1 cytotox = kills parental KB-3-1 adenocarcinoma cells; KB-3-1 viability, CellTiter-Glo ATP luminescence, 72 h; Potency, µM (top dose mostly 46.1 µM), inactives show at the top dose activity change, negative = cytotoxic, hits mostly cytotoxic; 400,000 compounds, 1.4% hits; further: potency means the concentration at half of the fitted maximal effect; on the % scale 0 is the no-effect control and ±100 the full control effect; nearly all actives have a fitted effect of over 60% in size
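72 h, 37 °C compound treatment of KB-3-1 parental cells; CellTiter-Glo added, 10 min, luminescence read. Data corrected against DMSO-only plates and normalized before curve fitting.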
IL-1B inflam inh = inflammasome signaling inhibition, IL-1 beta readout; THP-1 LPS/ATP IL-1B secretion, AlphaLISA, 16 h; hits give low values; activity change, % at 57.5 µM; 360,000 compounds, 4.7% hits; in the data active means activity change below about -50%; inconclusive means mostly about -30% to -49%; further: on the % scale 0 is the no-effect control and ±100 the full control effect
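Secreted IL-1B measured by AlphaLISA bead assay after 16 h compound exposure of THP-1 cells; compounds (final up to 57.5 uM) added 1 h before LPS (250 ng/mL) and ATP (1.25 mM) stimulation; lower signal means less secretion.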
HT1080-NT tox = kills 2HG-producing HT-1080-NT fibrosarcoma cells; AID 686970; Potency, µM (highest dose often 46.1 µM), for the others: at the top dose activity, negative = less viability, most hits filed as cytotoxic; HT-1080-NT fibrosarcoma viability, CellTiter-Glo ATP luminescence, 48 h; 360,000 compounds, 1.6% hits;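 further: NT is the 2HG producing partner of a matched IDH1 knockdown line; potency means the concentration at half of the fitted maximal effect; 0% = DMSO-treated cells and -100% = media-only wells without cells; nearly all actives have a fitted effect of over 55% in size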
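A 48-hour cytotoxicity screen used HT-1080-NT cells plated 2 hours before compound delivery. ATP-based CellTiter-Glo luminescence measured viability, normalized to DMSO and no-cell controls.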
GLP1R ag = agonists of human GLP-1 receptor | P43220 | HEK293 GLP-1R CRE-luciferase, luminescence, 4-6 h; cells express a hypersensitive GLP-1R form | Potency, µM (top dose mostly 45.6 µM), for the others: at the highest dose activation, usual class: activators | 380,000 compounds, 0.007% hits | AID 624172; further: potency means the concentration at half of the fitted maximal effect; % of control where 0% means no effect
Target sequence (P43220 whole entry, looked up): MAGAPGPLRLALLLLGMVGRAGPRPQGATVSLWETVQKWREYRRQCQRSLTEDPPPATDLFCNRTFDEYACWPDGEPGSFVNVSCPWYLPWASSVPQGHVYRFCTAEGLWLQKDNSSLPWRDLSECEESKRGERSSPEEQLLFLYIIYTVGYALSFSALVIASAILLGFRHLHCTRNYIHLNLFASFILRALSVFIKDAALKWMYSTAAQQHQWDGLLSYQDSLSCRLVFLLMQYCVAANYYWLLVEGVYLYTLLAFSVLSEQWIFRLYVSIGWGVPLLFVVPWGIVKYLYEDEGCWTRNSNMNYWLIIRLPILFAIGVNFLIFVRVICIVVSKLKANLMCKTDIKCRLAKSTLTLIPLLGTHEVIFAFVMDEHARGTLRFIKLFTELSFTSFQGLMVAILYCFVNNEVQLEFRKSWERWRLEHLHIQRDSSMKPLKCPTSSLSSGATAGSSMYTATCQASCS
* hit, by the source's call; ? = inconclusive; . = no result given; [ ] = remark or other dose. Unless noted, the call rests on the fitted dose curve; in most records, active means well fitted curve in the direction sought with a large enough effect; inconclusive means small, poorly fitted or top-dose-only effect, or another doubt; inactive means no such curve, though single readings can be large; an effect the other way counts as inactive or inconclusive.

SMILES	DRD3 antagonist	DRD3 agonist	SW480 rereplic	HT1080 IDH1KD tx	KB-V1 cytotox	KB-3-1 cytotox	IL-1B inflam inh	HT1080-NT tox	GLP1R ag
CSc1nc(=S)c2[nH]c(=S)[nH]c2[nH]1	-10	-7	0%	0%	23%	14%	24	-1%	-3%
Cc1ccccc1NS(=O)(=O)c1cc(C(N)=O)ccc1C	4	16	-2%	9%	9%	6%	5	5%	12%
CCC(C)(C)NC(=O)C(c1ccc(F)cc1)N(Cc1ccccc1)C(=O)c1cnccn1 (stereo not drawn)	-6	-12	12%	-3%	-2%	?	-6	9%	3%
CCC(=O)Nc1cccc(NC(=O)c2ccc(C)c([N+](=O)[O-])c2)c1	15	-1	1%	8%	15µM*	24%	-4	4%	-6%
CC(C)(C)OC(=O)NCc1ccc(CNC(=O)c2nc[nH]c2C(=O)N2CCN(c3ccccc3)CC2)cc1	13	1	?	-5%	-6%	-18%	18	-1%	4%
CCN1CCN(S(=O)(=O)c2ccc(Cl)c(C(=O)N(C)CC(=O)Nc3c(C)cccc3C)c2)CC1	-17	-18	-7%	8%	1%	-12%	25	2%	3%
CC(=O)Nc1ccc(-c2ccnc3c2CC(C)(C(=O)NCCN(C)C)O3)cc1 (stereo not drawn)	0	3	.	24%	0%	0%	4	-5%	-1%
Cc1ccccc1-n1c(C)nc2ccccc21	3	2	-3%	-1%	0%	6%	51	6%	9%
O=C(O)c1ccc(CSCc2ccccc2F)o1	-11	-3	-4%	-7%	20%	6%	-9	-12%	18%
O=C(COC(=O)c1ccccc1Br)NC1CCCCCCC1	54	-12	4%	11%	5%	-5%	6	13%	1%
Cc1cc(/C([O-])=C(/C(=S)Nc2ccccc2)[n+]2ccccc2)c(C)n1-c1ccccc1	-7	2	15%	-17%	7%	2%	3	-7%	-6%
C=CCN1CC2CC3(COc4cc(C)cc(C)c4)C=CC2(O3)C1=O (stereo not drawn)	16	9	3%	1%	12%	19%	10	-5%	-10%
COc1cc(F)ccc1-c1csc(C(O)c2ccc(F)c(F)c2)n1 (stereo not drawn)	15	9	.	?	4%	0%	-5	?	6%
CCC(C)(C)NC(=O)c1cc([N+](=O)[O-])ccc1N1CCOCC1	-6	-8	-56%[inhibitor]	-2%	?	15%	0	-1%	21%
COc1ccc(CNS(=O)(=O)c2ccc3c(c2)CCN3C(=O)C2CCC2)cc1	9	2	-7%	0%	-18%	?	15	5%	15%
O=C(NC1=NC2CCCCC2N1)c1ccccc1 (stereo not drawn)	-5	-3	-1%	19%	-4%	-14%	2	14%	-12%
COc1ccc2[nH]c(=O)c(CN(Cc3cccs3)Cc3nnnn3C(C)(C)C)cc2c1	2	20	-1%	?	?	1%	-8	-13%	10%
CCCCCOC(=O)Cn1c(SCC(=O)Nc2ccccc2)nc2c1c(=O)[nH]c(=O)n2C	10	0	0%	-1%	0%	-14%	-4	-2%	9%
COc1ccc(-c2nnc(SCc3ncc(-c4ccccc4)o3)o2)cc1	29	0	0%	1%	?	-10%	-6	-7%	-1%
Cc1onc(-c2ccccc2)c1C(=O)Nc1ccc(S(=O)(=O)N2CCCC2)cc1	-5	4	-11%	-12%	0%	-4%	19	-12%	-4%
COc1ccc(-n2nc([N+](=O)[O-])c(=NCCc3ccc(Cl)cc3)n2O)cc1	-17	0	1%	-1%	-9%	0%	-28	4%	0%
COC(=O)c1cc(C(=O)CSc2nc(C)cc(C)n2)ccc1O	10	4	-1%[9.22 µM]	10%	-10%	-30%	12	2%	5%
CCC1Oc2ccccc2N(CC(=O)NCCCN2CCN(Cc3ccccc3)CC2)C1=O (stereo not drawn)	?	-27	-2%	4%[9.24 µM]	-12%	0%	-22	-7%	-4%
C/C(N)=C(/C#N)C(=O)COC(=O)C1=NN(c2ccccc2)C(=O)CC1	6	1	-10%	1%	0%	0%	-5	0%	-3%
OC(c1ccccc1)c1ncc(-c2ccc(C(F)(F)F)cc2)[nH]1 (stereo not drawn)	-11	-2	.	-29%	4%	0%	7	-28%	-6%
CCCCNC(=O)CSc1nnc(NC(C)=O)s1	0	2	-4%	22%	23%	0%	8	17%	-6%
NS(=O)(=O)c1ccc(N/N=C/c2ccc(O)cc2O)c([N+](=O)[O-])c1	-16	2	-1%	-9%	15%	-6%	-11	-5%	15%
CC(C)c1ccc(NS(=O)(=O)c2ccc3c(c2)oc(=O)n3C)cc1	7	2	4%	1%	4%	-8%	16	-4%	-6%
COc1cc(/C=N/Nc2cccc3cccnc23)cc(OC)c1O	-5	2	?	-13%	17%	1%	?	-12%	11%
C=CC[C@@H](CC(=O)N[C@@H](CO)Cc1ccccc1)C(=O)N[C@H](COC(=O)[C@H](CC=C)CC(=O)OC(C)(C)C)Cc1ccccc1	-10	5	-5%	17%	22%	0%	1	14%	-4%
CCCC(=O)Nc1nc(C)c(-c2csc(Nc3ccccc3C)n2)s1	19	8	-11%	-12%	17%	4%	-8	-1%	-1%
CCOC(=O)C1=C(C2=CCCCC2)c2ccc(OC)cc2N(S(=O)(=O)C(F)(F)F)C1C(=O)OCC (stereo not drawn)	-3	-9	10µM*	-6%	-5%	-9%	?	-12%	14%
CC(C)(C)c1[nH]nc2c1C(c1ccsc1)C(C#N)=C(N)O2 (stereo not drawn)	26	1	-3%	1%	4%	11%	-3	6%	5%
O=C(c1cccc(S(=O)(=O)N2CCOCC2)c1)N(Cc1ccco1)Cc1cccs1	-9	-1	-17%	2%	-30%	-13%	1	0%	16%
O=C(COC(=O)c1cncc(Br)c1)NCc1cccs1	-8	-2	-2%	0%	0%	11%	9	1%	-7%
CCCCn1c(SCC(=O)NCc2ccco2)nc2ccc(N3CCOCC3)cc2c1=O	23	10	1%	?	2.1µM*	3%	22	-29%	11%
O=C(NCCN1CCOCC1)c1ccc(Cl)c(S(=O)(=O)N2CCCCC2)c1	-24	-21	-6%	0%	-10%	-14%	0	-3%	3%
Cc1ccc2[nH]c(=O)c(NC(N)=S)nc2c1	-9	0	-6%	-24%	-9%	2%	-2	-3%	-2%
COc1cccc(/C=C/C(=O)NNC(=O)c2ccncc2)c1	19	0	0%	1%	-22%	-7%	26	-1%	-10%
Cc1cc(C)cc(OCc2nnc(N)s2)c1	2	3	?	-1%	-3%	-9%	-14	-4%	0%

Look-ups from above:
COc1cccc(/C=C/C(=O)NNC(=O)c2ccncc2)c1 in GLP1R ag = -10%
CCCCn1c(SCC(=O)NCc2ccco2)nc2ccc(N3CCOCC3)cc2c1=O in HT1080-NT tox = -29%
Cc1ccc2[nH]c(=O)c(NC(N)=S)nc2c1 in HT1080 IDH1KD tx = -24%

Next records
SMILES	DRD3 antagonist	DRD3 agonist	SW480 rereplic	HT1080 IDH1KD tx	KB-V1 cytotox	KB-3-1 cytotox	IL-1B inflam inh	HT1080-NT tox	GLP1R ag
CCOC(CCNC(=O)c1cc2c(=O)[nH]c3ccccc3c2s1)OCC	13	4	10%	19%	-1%	7%	-12	6%	7%
CCCc1nc(SCC(=O)Nc2ccccc2)c2c(=O)n(C)c(=O)n(C)c2n1	8	1	-4%	1%	-30%	-6%	79	23%	-7%
COc1ccc(S(=O)(=O)N(C)C)cc1NC(=O)CCNC(=O)c1ccccc1OC	15	-2	-12%	6%	24%	-1%	17	-1%	9%
CCCS(=O)(=O)c1c(S(=O)(=O)CCC)c2cc(CC)ccn2c1C(=O)OC	10	4	-2%	-22%	0%	-1%	-2	-5%	1%
FC(F)(F)C(F)(F)C(F)(F)c1nc2nc(Cl)c(Cl)nc2[nH]1	?	-8	.	-16%	-2%	-16%	27	-17%	0%
Cc1cc(NC(=O)CSc2nc3ccc(Cl)cc3[nH]2)no1	4	-7	18%	0%	-8%	8%	18	0%	11%
COc1ccc(N=C2SC(CC(=O)Nc3ccccc3OC)C(=O)N2Cc2ccco2)cc1 (stereo not drawn)	3	3	11%	-18%	-28%	-21%	-1	-4%	1%
COc1cc(/C=N/NC(N)=O)cc(Br)c1OCc1ccccc1C	10	2	6%	4%	15%	12%	0	5%	1%
CCc1ccccc1NC(=O)c1cnn(-c2ccc(F)cc2)c1C1CCNCC1	.	-3	.	.	?	-3%	.	.	-1%
O=C(OCC(=O)N1CCN(c2ccccc2)CC1)c1cc(Br)ccc1Cl	6	0	-14%	5%	27%	11%	15	9%	-4%
COc1ccc(C(=O)C2CCCN(C(=O)c3cnsn3)C2)c(C)c1 (stereo not drawn)	-16	1	-6%	-5%	?	1%	-2	0%	4%
CC(C)(CO)NCC(O)COc1ccc2c(c1)CCC2 (stereo not drawn)	6	1	-1%	14%	1%	1%	3	-2%	-6%
C[C@@]12CCC3[C@@](CCC4[C@@]3(C)CCC[C@@]4(C)C(=O)Nc3ccc(Cl)cc3)(CC1=O)C2 (stereo partly drawn)	3	1	-4%[9.22 µM]	0%	-18%	-3%	27	0%	0%
CCOC(=O)c1[nH]ncc1CN1CCCC(C(=O)c2cc(Cl)ccc2OC)C1 (stereo not drawn)	-102*	-1	-1%	3%	24%	1%	1	6%	1%
CC(=O)Nc1ccc(NC(=O)C(C)OC(=O)CN(C)S(=O)(=O)c2ccc(Cl)cc2)cc1 (stereo not drawn)	9	2	3%	12%	14%	32%	7	6%	-1%
CCC(c1nnnn1-c1ccc2c(c1)OCCO2)N1CCN(c2ccccc2OC)CC1 (stereo not drawn)	26	0	.	?	7.3µM*	?	0	-6%	8%
Cc1ccc(S(=O)(=O)NN2CCCCCC2)cc1	6	2	.	4%	1%	7%	-2	-1%	14%

Profiles, quoted from the list. Order of values: DRD3 antagonist	DRD3 agonist	SW480 rereplic	HT1080 IDH1KD tx	KB-V1 cytotox	KB-3-1 cytotox	IL-1B inflam inh	HT1080-NT tox	GLP1R ag
CC(C)(CO)NCC(O)COc1ccc2c(c1)CCC2 (stereo not drawn) in the list: 6	1	-1%	14%	1%	1%	3	-2%	-6%
COc1ccc(C(=O)C2CCCN(C(=O)c3cnsn3)C2)c(C)c1 (stereo not drawn) in the list: -16	1	-6%	-5%	?	1%	-2	0%	4%

Assay outcomes as filed in PubChem BioAssay.
